Tau fibril ThT: inhibitors of human tau fibril formation, thioflavin T binding. P10636. recombinant tau K18 P301L, heparin-induced fibrillization, ThT fluorescence. Potency, µM (highest dose often 57.4 µM), for inactives: at the highest dose activity, negative = inhibition, actives largely listed as inhibitors. hit rate 2.1% among 270,000; note: % is set by controls: 0 for no effect and ±100 for the full control effect; nearly all actives have a fitted effect of over 55% in size
Target sequence (P10636 561-689 P618L limits assumed): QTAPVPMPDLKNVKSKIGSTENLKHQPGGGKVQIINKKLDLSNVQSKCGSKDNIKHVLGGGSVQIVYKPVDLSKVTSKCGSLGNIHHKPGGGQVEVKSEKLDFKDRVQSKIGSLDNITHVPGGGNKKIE
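Recombinant human tau K18 fragment […] carrying P301L, 15 uM unlabeled plus 0.24 uM Alexa 594-labeled, was fibrillized with 20 uM heparin in 100 mM sodium acetate pH 7 for 6 hr at 37 C; 30 uM ThT fluorescence read after 1 hr.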
Tau fluor counter: counter-screen for tau fibril formation inhibitors | hit rate 0.93% among 280,000 | Potency, µM (series often up to 57.7 µM), inactives show top-dose activity change, negative = decrease | tau K18 P301L Alexa594 fluorescence, heparin fibrillization | AID 1463; note: % is set by controls: 0 for no effect and ±100 for the full control effect; nearly all actives have a fitted effect of over 55% in size
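Human tau K18 P301L (15 uM unlabeled, 0.24 uM Alexa 594-labeled) in 100 mM sodium acetate pH 7 with 20 uM heparin, 6 hr at 37 C. ThT 30 uM added, 1 hr ambient; Alexa 594 FP and total fluorescence read at 555/632 nm.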
HTT cytoprotect: Huntington cell model cytoprotection by ATP luminescence; PC12 HTT-Q103 induced, cytoprotection, ATP luminescence, 40 h; hit rate 0.14% among 230,000; Potency, µM (highest dose often 56.4 µM), without a hit: cytoprotection (ATP increase), usual class: activators;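 note: % of control where 0% means no effect; nearly all actives have a fitted effect of over 45% in size; toxic huntingtin expression switched on by the ecdysone agonist tebufenozide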
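Compounds added alongside 100 nM tebufenozide, which induces toxic Q103 huntingtin exon 1-GFP in stable PC12 cells; surviving cells quantified by luminescent ATP measurement. Medium: phenol red-free DMEM, 5% equine and 5% calf serum.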
KDM4E inh: inhibitors of human JMJD2E histone demethylase. B2RXH2. JMJD2E catalytic domain, FDH-coupled NADH fluorescence (FDH is formaldehyde dehydrogenase). Potency, µM (doses to about 57.1 µM), without a hit: top-dose activity change, negative = inhibition, hits mostly inhibitors. hit rate 1.6% among 230,000. AID 2147; active = well fitted inhibition curve with a large enough effect, not every such curve was filed as active; inconclusive = small, poorly fitted or top-dose-only effect, or another doubt; inactive = no such curve, though single readings can be large or run the other way;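 note: 0% = wells with enzyme and -100% = buffer wells without enzyme; nearly all actives have a fitted effect of over 50% in size; many of its hits are not listed in these tables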
Target sequence (B2RXH2 1-337 limits assumed): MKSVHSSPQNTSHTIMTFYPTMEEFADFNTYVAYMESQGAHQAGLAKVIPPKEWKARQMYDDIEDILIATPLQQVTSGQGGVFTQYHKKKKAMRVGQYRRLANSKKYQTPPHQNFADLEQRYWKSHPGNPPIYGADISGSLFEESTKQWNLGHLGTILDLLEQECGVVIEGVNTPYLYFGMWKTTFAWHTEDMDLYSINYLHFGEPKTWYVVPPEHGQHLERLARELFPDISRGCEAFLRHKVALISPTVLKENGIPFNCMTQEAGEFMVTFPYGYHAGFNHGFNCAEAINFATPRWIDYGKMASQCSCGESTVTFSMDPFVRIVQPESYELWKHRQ
Tau fibril FP: inhibitors of human tau fibril formation. K18 P301L tau heparin fibrillization, Alexa594 FP, 6 h. Potency, µM (doses to about 57.7 µM), inactives show at the highest dose activity, negative = inhibition, hits mostly inhibitors. hit rate 0.39% among 280,000; note: % is set by controls: 0 for no effect and ±100 for the full control effect; nearly all actives have a fitted effect of over 55% in size
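Quantitative HTS format: compounds meet 15 uM recombinant K18 P301L tau and Alexa 594-tau tracer in 100 mM sodium acetate pH 7; 20 uM heparin triggers fibrillization at 37 C over 6 hr; FP gives the signal.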
HttQ103 aggreg: mutant huntingtin aggregation inhibition; PC12 HttQ103-GFP aggregates, Acumen cytometry, 40 h; Potency, µM (doses to about 46.1 µM), for the others: at the highest dose activity change, negative = inhibition, actives largely listed as inhibitors; hit rate 1.1% among 220,000; note: % is set by controls: 0 for no effect and ±100 for the full control effect; nearly all actives have a fitted effect of over 60% in size
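PC12 cells stably carrying ecdysone-inducible HTT exon 1 Q103–GFP were induced with tebufenozide (100 nM final) and treated with library compounds in titration. GFP aggregates in lysates were counted by laser scanning cytometry.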
SMN2 splice up: increases expression of the SMN2 splice variant; hit rate 2.8% among 210,000; HEK293 SMN2-luciferase splicing reporter, luminescence, 30-36 h; Potency, µM (top dose mostly 46.1 µM), without a hit: top-dose activity change, positive = activation, hits mostly activators; AID 1458; note: % of control where 0% means no effect; nearly all actives have a fitted effect of over 55% in size
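qHTS luciferase splicing reporter: luminescence rises when SMN2 exon 7 is included in transfected HEK293 cells. Compound exposure lasted 30-36 h at 37C, with 4.5 mM final sodium butyrate as control, followed by a ONE-Glo read.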
ALDH1A1 block: inhibitors of human aldehyde dehydrogenase 1A1; P00352; Purified ALDH1A1, NADH fluorescence, propionaldehyde substrate; Potency, µM (top dose mostly 75.3 µM), inactives show at the highest dose activity, negative = inhibition, usual class: inhibitors; hit rate 7.3% among 220,000; AID 1030; active = well fitted inhibition curve with a large enough effect, not every such curve was filed as active; inconclusive = small, poorly fitted or top-dose-only effect, or another doubt; inactive = no such curve, though single readings can be large or run the other way;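 note: plate controls were no enzyme wells and a reference inhibitor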
Target sequence (P00352 whole entry, looked up): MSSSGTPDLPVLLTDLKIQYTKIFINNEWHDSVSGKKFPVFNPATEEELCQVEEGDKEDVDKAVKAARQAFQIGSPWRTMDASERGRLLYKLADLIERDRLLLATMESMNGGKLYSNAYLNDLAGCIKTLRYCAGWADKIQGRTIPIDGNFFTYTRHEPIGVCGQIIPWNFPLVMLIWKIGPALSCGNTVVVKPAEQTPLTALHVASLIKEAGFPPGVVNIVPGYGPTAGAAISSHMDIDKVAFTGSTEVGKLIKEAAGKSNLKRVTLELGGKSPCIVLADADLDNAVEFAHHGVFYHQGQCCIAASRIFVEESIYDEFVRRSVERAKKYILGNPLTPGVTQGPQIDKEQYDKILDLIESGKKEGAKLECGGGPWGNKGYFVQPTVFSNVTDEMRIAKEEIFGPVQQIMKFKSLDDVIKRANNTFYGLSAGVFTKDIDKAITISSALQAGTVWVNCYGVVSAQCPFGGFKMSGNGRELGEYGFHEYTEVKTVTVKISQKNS
The depositor's hits bear a star; ? = inconclusive; / = not tested or not shown; [ ] = dose if it differs, or a comment. Unless noted, calls come from the whole dose curve; as a rule, active = well fitted curve in the direction sought with a large enough effect; inconclusive = small, poorly fitted or top-dose-only effect, or another doubt; inactive = no such curve, though single readings can be large; an effect the other way counts as inactive or inconclusive. Potency is the fitted concentration of half-maximal effect. The list is partial. The share of hits here may be higher or lower than overall.

SMILES | Tau fibril ThT | Tau fluor counter | HTT cytoprotect | KDM4E inh | Tau fibril FP | HttQ103 aggreg | SMN2 splice up | ALDH1A1 block
CSc1nc2ccc(NC(=O)NC(=O)c3c(F)cccc3F)cc2s1 | -18% | -8% | 11%[10 µM] | 8% | -11% | 10%[9.22 µM] | / | -4%
CC(OC(=O)CCc1c[nH]c2ccccc12)C(=O)c1ccccc1 (stereo not given) | ? | 11µM*[quencher] | 8%[10 µM] | -25% | 5% | -8%[9.22 µM] | / | 6%
COc1ccc(CCN2C(=O)N(c3ccc(OC)cc3)C(=O)C2CC(=O)Nc2ccccc2)cc1 (stereo not given) | -1% | ? | -47%[inhibitor] | 5% | -6% | -13% | 29% | -7%
O=C(c1ccccc1F)N1CCN(C2CCC(c3ccccc3)CC2)CC1 (stereo not given) | -11% | -3% | 33%[10 µM] | ? | 2% | 32%[9.22 µM] | -16% | ?
COc1ccc(NC(=O)C2CC(c3cc(OC)c(OC)c(OC)c3)=NO2)cc1OC (stereo not given) | ? | ? | -4%[10 µM] | 0% | -6% | -7% | -3% | 0%
Cc1ccc(S(=O)(=O)N(CC(=O)NCCc2ccc(Cl)cc2)c2ccccc2C)cc1 | -3% | -25% | / | / | 0% | / | -23% | /
O=C(Cn1cnc2ccccc2c1=O)NCC(=O)N1CCN(c2ccccn2)CC1 | 5% | 10% | 30% | ? | 3% | -7% | ? | ?
COc1ccccc1CNC(=O)c1cc(C)nn1-c1ccccc1 | / | -8% | 12%[10 µM] | 7% | -6% | 10%[9.22 µM] | / | /
CCc1cc2cc(C(=O)Nc3ccccc3F)sc2s1 | -16% | -16% | 2% | -2% | -4% | -21% | ? | 13%
COc1ccc(Oc2c(C)nc(SCC(=O)c3ccc(Cl)cc3)[nH]c2=O)cc1 | -4% | -3% | 0%[10 µM] | 10% | 2% | -15%[9.22 µM] | / | /
Cc1ccc(Nc2nc(N)c(C#N)c(CC#N)c2C#N)cc1 | -10% | -2% | 10%[10 µM] | -23% | 5% | -15% | 6% | ?
CCCC(=O)Nc1ccc(C(=O)NN2C(=O)c3ccccc3C2=O)cc1 | -3% | -1% | 28%[10 µM] | 4% | -3% | -14% | / | 5%
OCCC1CN(Cc2ccon2)CCN1Cc1ccccc1 (stereo not given) | 3% | 7% | 5%[10 µM] | -8% | -1% | -2%[9.22 µM] | / | -2%
CCc1ccc(S(=O)(=O)c2c(C(=O)c3ccc(C)c(C)c3)cnc3ccccc23)cc1 | -12% | -14% | / | / | -13% | / | 3% | /
CCc1ccccc1NC(=O)CSc1nc2n[nH]c(C)c2c(=N)n1-c1cccc(OC)c1 | 5% | 6% | -16%[10 µM] | 0% | 2% | 13% | 10% | ?
Cn1cc(C(=O)N/N=C/C(Br)=C/c2ccccc2)ccc1=O | ? | -14% | 21%[10 µM] | -6% | -11% | ? | 4%[1.84 µM] | ?
CCCCOC(=O)c1ccc(NC(=O)c2ccccc2OC)cc1 | -15% | ? | 23%[10 µM] | 1% | ? | 9% | -44%[inhibitor] | ?
CCOC(=O)CCSc1nc(C(C)(C)C)cc(C(F)(F)F)c1C#N | -13% | -10% | -3%[1.9 µM] | 4% | 1% | -19% | -17% | ?
O=C(COC(=O)c1cn(-c2ccccc2)nc1-c1ccccc1)Nc1ncc(Cl)cc1Cl | -4% | ? | -8%[10 µM] | ? | -8% | -13%[9.22 µM] | / | /
COc1ccc(OC)c(NC(=O)Nc2cc(NC(=O)Nc3cc(OC)ccc3OC)c(C)nc2C)c1 | 9% | ? | -25%[10 µM] | 8% | ? | -11% | 14µM* | 2%
CCN(CC)S(=O)(=O)c1ccc2c(c1)nc(CCC(=O)Nc1ccc3c(c1)OCO3)n2CC | ? | -15% | 24%[10 µM] | -7% | ? | 17% | -12% | 2.8µM*
COc1ccc(S(=O)(=O)Nc2ccccc2C(=O)NC(C)(C)C)cc1OC | -2% | -7% | -1% | -11% | 0% | -8% | 21% | ?
CC(=O)Nc1ccc(-n2c(=O)c3ccccc3c3ccccc3c2=O)cc1 | ? | -5% | 2%[10 µM] | ? | -8% | -12%[9.22 µM] | / | 12%
CCc1nnc(N/N=C/c2ccc(N3CCC(C)CC3)c([N+](=O)[O-])c2)n1N | 13µM* | ? | -4%[10 µM] | ? | -5% | -21% | -6% | 22µM*

Looked up one by one from the list above (6):
SMILES | Tau fibril ThT | Tau fluor counter | HTT cytoprotect | KDM4E inh | Tau fibril FP | HttQ103 aggreg | SMN2 splice up | ALDH1A1 block
CC(=O)Nc1ccc(-n2c(=O)c3ccccc3c3ccccc3c2=O)cc1 | ? | -5% | 2%[10 µM] | ? | -8% | -12%[9.22 µM] | / | 12%
CCc1nnc(N/N=C/c2ccc(N3CCC(C)CC3)c([N+](=O)[O-])c2)n1N | 13µM* | ? | -4%[10 µM] | ? | -5% | -21% | -6% | 22µM*
Cn1cc(C(=O)N/N=C/C(Br)=C/c2ccccc2)ccc1=O | ? | -14% | 21%[10 µM] | -6% | -11% | ? | 4%[1.84 µM] | ?
COc1ccc(OC)c(NC(=O)Nc2cc(NC(=O)Nc3cc(OC)ccc3OC)c(C)nc2C)c1 | 9% | ? | -25%[10 µM] | 8% | ? | -11% | 14µM* | 2%
CCN(CC)S(=O)(=O)c1ccc2c(c1)nc(CCC(=O)Nc1ccc3c(c1)OCO3)n2CC | ? | -15% | 24%[10 µM] | -7% | ? | 17% | -12% | 2.8µM*
COc1ccc(S(=O)(=O)Nc2ccccc2C(=O)NC(C)(C)C)cc1OC | -2% | -7% | -1% | -11% | 0% | -8% | 21% | ?

More results follow.
SMILES | Tau fibril ThT | Tau fluor counter | HTT cytoprotect | KDM4E inh | Tau fibril FP | HttQ103 aggreg | SMN2 splice up | ALDH1A1 block
CC(C)(C)C(=O)N1CCN(c2c(Cl)cccc2[N+](=O)[O-])CC1 | -7% | -9% | -13%[10 µM] | 2% | -1% | 11% | -21% | 20%
Cc1ccc(-c2ccc(=O)n(CC(=O)NCCN(C)C)n2)cc1 | 6% | 8% | -6% | ? | -2% | -1% | -2% | -9%
COc1cc(C2=NOC(C(=O)NC3CCCCC3)C2)cc(OC)c1OC (stereo not given) | 4% | 3% | -10% | -6% | -2% | -11% | -4% | 2%
COc1ccc(-c2cc(C(F)(F)F)nc(NC3CCCC3)n2)cc1OC | ? | -26% | -34% | ? | -13% | -8% | -12% | ?
Cc1ccc(C(=O)COC(=O)CCC(=O)Nc2cccc(Cl)c2)cc1[N+](=O)[O-] | -3% | -8% | 3% | 0% | 1% | 4% | 7% | ?
Cc1c(C(=O)CN2CCOCC2)[nH]c2ccccc12 | ? | 2% | -7% | -18% | 3% | -16% | / | 15µM*
O=C(CN1CC(c2ccccc2)CC1=O)OCc1cccc(Br)c1 (stereo not given) | -9% | -18% | ? | 2% | -9% | -9% | -7% | 2%
CCn1cc(C(=O)NCCc2ccc(C)cc2)c(=O)c2cc(S(=O)(=O)N3CCC(C)CC3)ccc21 | 0% | -14% | / | / | -1% | / | 14% | /
O=S(=O)(c1cccc2nsnc12)N1CCN(c2ccc(F)cc2)CC1 | -10% | -24% | -20% | -8% | -1% | -10% | -31%[inhibitor] | -4%
COC(=O)CSc1nccc(-c2ccc(F)cc2)c1C#N | -5% | -12% | -27%[1.9 µM] | ? | -11% | 28%[9.22 µM] | -10% | -1%
CN1C2=NCCN2C(=O)c2ccccc21 | -8% | -4% | 11% | -10% | 2% | 8% | -11% | 9%
Cc1cccc(NC(=S)NC2CC3CCC(C2)N3Cc2ccco2)c1 (stereo not given) | 4% | -7% | 1% | -4% | -1% | -20% | -2% | -7%
CC(=O)c1ccc(NC(=O)c2cn(C)c(=O)c3ccccc23)cc1 | 0% | -5% | / | / | -11% | / | 16% | /
Cc1cccc2nc(CSc3nc4ccc([N+](=O)[O-])cc4[nH]3)cn12 | ? | -17% | -13%[10 µM] | -2% | -4% | 5% | -2% | -5%
O=C(O)CC1(CC(=O)Nc2cc(F)ccc2Cl)CCCCC1 | -7% | -11% | 7%[10 µM] | 7% | -4% | 12%[9.22 µM] | / | ?
C=CCN(c1ccc(Cl)cc1)S(=O)(=O)c1cccc(C(=O)O)c1 | -3% | -6% | -32%[inhibitor] | -6% | -4% | -8% | 0% | 0%
CC(C)(C)n1nnnc1C(c1cccnc1)N1CCN(c2ccccc2F)CC1 (stereo not given) | -4% | 4% | -2%[1.9 µM] | 12% | 8% | 0% | -25% | -9%
CCCCNC(=O)Cc1c(OC)ccc2cc(Br)ccc12 | -5% | -4% | / | 7% | 12% | -4% | -53%[inhibitor] | 0%
CC(C)(O)c1cn(-c2nonc2N)nn1 | 3% | 9% | 2% | 7% | 0% | -4% | 0% | -4%
O=C(N/N=C/c1ccco1)c1ccccc1OCc1ccc(Br)cc1 | -13% | 3% | -1%[10 µM] | -12% | 3% | -22% | -17% | -5%
O=C(CO/N=C/c1ccccc1)Nc1c(F)c(F)c(F)c(F)c1F | -2% | -10% | 8%[10 µM] | 6% | 1% | 19% | 4% | 2%
Oc1c(C(c2cccs2)N2CCN(c3ccccc3)CC2)sc2ncnn12 (stereo not given) | -6% | -4% | 9% | -1% | 1% | -4% | -4% | 1%
Cc1nnc(SCCC(=O)Nc2ccc(F)cc2)s1 | -2% | -1% | -7% | 1% | -5% | -7% | -16% | 5%
Cn1cc(CN2CCN(Cc3ccccc3)CC2)c(-c2cccc(Cl)c2)n1 | ? | -18% | -10%[10 µM] | -16% | -6% | -5%[9.22 µM] | / | ?
CC(=O)Nc1ccc(NC(=O)CSc2nnnn2-c2ccc3c(c2)OCCO3)cc1 | 4% | 2% | -24% | -4% | -1% | 2%[9.22 µM] | 2% | -1%
Cc1cccc(OCc2nnc(SCC(=O)N3CC(=O)Nc4ccccc43)o2)c1 | -11% | -27% | -19% | -4% | -13% | -13% | / | 5%
Cc1ccc(S(=O)(=O)N(CC(=O)NCCSCc2ccco2)c2ccc(F)cc2)cc1 | ? | -10% | -13% | -2% | 4% | -8% | / | 28µM*

Screening results (PubChem)
